TMEM16A act = activates or potentiates the mouse TMEM16A chloride channel. Q8BHY3. 340,000 compounds, 0.3% hits. B-score at 10 µM. HEK293 TMEM16A/YFP-H148Q/I152L, iodide quench fluorescence; active compounds read low;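 active = fluorescence-ratio B-score plate-corrected deviation score at least 3 library SD below zero, with starting fluorescence score within 5 deviations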;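 note: channel opened by trigger with iodide after compound preincubation; score built on the fluorescence ratio of max minus min over baseline; more negative score means more quench and so TMEM16A activation or potentiation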
Target sequence (Q8BHY3 whole entry, looked up): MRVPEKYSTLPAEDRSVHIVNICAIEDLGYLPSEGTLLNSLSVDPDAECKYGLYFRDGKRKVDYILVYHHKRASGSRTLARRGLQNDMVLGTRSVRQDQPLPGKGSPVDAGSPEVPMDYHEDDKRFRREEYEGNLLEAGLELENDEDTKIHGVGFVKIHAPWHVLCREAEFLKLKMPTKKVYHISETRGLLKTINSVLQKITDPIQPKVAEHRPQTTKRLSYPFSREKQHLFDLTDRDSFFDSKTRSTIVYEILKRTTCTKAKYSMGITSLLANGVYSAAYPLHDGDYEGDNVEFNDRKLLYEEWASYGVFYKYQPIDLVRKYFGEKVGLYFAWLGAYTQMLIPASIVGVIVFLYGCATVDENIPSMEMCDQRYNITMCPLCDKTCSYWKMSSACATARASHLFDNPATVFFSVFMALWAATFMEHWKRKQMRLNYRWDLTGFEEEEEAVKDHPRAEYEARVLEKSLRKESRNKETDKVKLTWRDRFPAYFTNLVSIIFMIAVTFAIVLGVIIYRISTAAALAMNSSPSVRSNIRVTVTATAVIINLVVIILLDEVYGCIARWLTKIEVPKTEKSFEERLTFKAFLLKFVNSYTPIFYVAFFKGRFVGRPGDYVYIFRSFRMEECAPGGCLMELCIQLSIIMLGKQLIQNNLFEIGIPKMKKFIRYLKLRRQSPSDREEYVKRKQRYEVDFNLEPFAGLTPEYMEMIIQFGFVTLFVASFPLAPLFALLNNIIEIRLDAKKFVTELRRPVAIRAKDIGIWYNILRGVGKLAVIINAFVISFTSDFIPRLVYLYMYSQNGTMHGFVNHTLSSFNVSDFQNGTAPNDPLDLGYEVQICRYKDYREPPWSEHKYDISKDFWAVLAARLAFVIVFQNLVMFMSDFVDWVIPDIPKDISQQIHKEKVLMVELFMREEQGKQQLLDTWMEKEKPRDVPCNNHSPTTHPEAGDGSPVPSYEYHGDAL
MrgX1 antag = blocks BAM8-22 activation of human MrgX1 receptor. MRGX1-HEK293 calcium flux, Fluo-4, BAM8-22 antagonism; active compounds read low. B-score at 10 µM. 310,000 compounds, 1.3% hits. Q96LB2;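 active = calcium-response B-score plate-corrected more than 3 library SD below zero, starting fluorescence within 5 deviations, no agonist response on first addition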;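 note: peak minus trough fluorescence over baseline after final BAM8-22 challenge near maximal dose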
RGS4 inh = human RGS4 inhibition; 310,000 compounds, 0.45% hits; HEK293 M3R/RGS4 inducible, Fluo-4 calcium flux; active compounds read high; triggered by carbachol at its EC20; B-score at 10 µM;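 active = B-score, a plate-corrected calcium signal, over three deviations above library mean, with baseline fluorescence within five deviations of library mean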;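 note: RGS4 expression induced by doxycycline in cells with stable M3 receptor; B-score is computed from the integrated fluorescence ratio over baseline after carbachol; higher B-score means a larger calcium signal and so more RGS4 inhibition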
TRPC6 inh = blocks the mouse TRPC6 cation channel; Q61143; HEK293-TRPC6, membrane potential dye, ACh-evoked depolarization; active compounds read low; B-score at 10 µM; 310,000 compounds, 1.1% hits; AID 2553;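 active = B-score under library mean minus 3 SD, initial fluorescence not abnormally high, positive integrated signal ratio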;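 note: B-score derived from integrated fluorescence ratio over the kinetic read; more negative B-score means stronger inhibition of depolarization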
RGS4 act = RGS4 potentiation or activation. HEK293 M3R/inducible RGS4, carbachol calcium flux Fluo4; active compounds read low. B-score at 10 µM. 310,000 compounds, 0.92% hits. AID 463111;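 active = B-score of the integrated calcium signal more than 4 SD below the library mean, with starting fluorescence not abnormally high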;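 note: negative B-score means reduced calcium response which marks RGS4 activation or potentiation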
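Assay system: Inducible-RGS4 HEK293 cells carrying M3 receptor | Schedule: Compound preincubation 20 min at room temperature before agonist | Signal: Kinetic calcium fluorescence imaging with Fluo4-AM dye, 2 µM | Read-out basis: B score from integrated fluorescence ratio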
TRPC6 act = activators of mouse TRPC6 channel | Q61143 | B-score at 10 µM | 310,000 compounds, 0.13% hits | HEK293-TRPC6 membrane potential dye fluorescence; active compounds read high;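 active = B-score of the integrated fluorescence ratio above library mean plus 3 SD, and starting fluorescence ratio within library mean plus 5 SD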;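 note: higher score means more depolarization so channel activation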
MrgX1 allo act = allosterically activates human MrgX1 receptor signaling; Q96LB2; MrgX1-HEK293, Fluo-4 calcium flux, FDSS; active compounds read high; B-score at 10 µM; 310,000 compounds, 0.63% hits; AID 588675;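 active = plate-corrected calcium response at least 3 library SD above typical, normal starting fluorescence, not activating the receptor alone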;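 note: compound read alongside a low EC10 to EC30 dose of BAM8-22 agonist; peak minus trough fluorescence over baseline measured at the second addition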
TMEM16A inh = inhibitors of mouse TMEM16A calcium-activated chloride channel; HEK293 TMEM16A/YFP iodide influx fluorescence, ionomycin; normalized B-score (activity score, 25-100; higher = stronger inhibition) at 10 µM; 310,000 compounds, 1.2% hits; AID 588511;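 active = ratio plate-corrected score three or more library SD toward inhibition, starting fluorescence score within five deviations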;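 note: score derived from kinetic fluorescence span divided by baseline fluorescence per well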
HDAC3 inh = inhibitors of human histone deacetylase 3. inhibition, % at 8.3 µM. AID 2718. recombinant HDAC3, fluorogenic peptide/trypsin coupled, fluorescence. 320,000 compounds, 0.15% hits. O15379; in the data active = inhibition above about 26%, passing the limit was not always enough
SKKanGAS inh = SKKanGAS growth inhibition; 300,000 compounds, 1.3% hits; AID 1662; S. pyogenes SKKanGAS, kanamycin growth, BacTiter-Glo, 6 h; inhibition, % at 7.5 µM;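 active = mean replicate score, as percent of positive control median, at least 50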;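 note: strain carries kanamycin resistance gene driven by streptokinase promoter and grows in 40 µg/ml kanamycin; loss of luminescence reflects streptokinase promoter inhibition or plain growth inhibition; 0% = median of DMSO wells and 100% = positive control at its reference dose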
MrgX1 agonist = human MrgX1 receptor agonism, primary screen; Q96LB2; MrgX1-HEK293 cells, Fluo-4 calcium fluorescence, agonist mode; active compounds read high; B-score at 10 µM; 310,000 compounds, 0.44% hits; AID 588627;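 active = calcium response B-score plate-corrected fluorescence ratio at least 3 library SD, with starting fluorescence B-score inside 5 SD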
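Test system: HEK293 cells stably expressing human MrgX1 receptor; Input: fifteen thousand cells per well; Dosing: compound delivered in addition one of three; Schedule: overnight seeding, then 1 h dark dye loading; Technique: Fluo-4 NW calcium fluorescence; Measure: B-scored fluorescence response ratio; Controls: positive and negative controls per plate.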
An asterisk follows results filed as active; i = inactive; . = no result given.

item	SMILES	TMEM16A act	MrgX1 antag	RGS4 inh	TRPC6 inh	RGS4 act	TRPC6 act	MrgX1 allo act	TMEM16A inh	HDAC3 inh	SKKanGAS inh	MrgX1 agonist
1	CCC(C)NS(=O)(=O)c1ccc(OCC(=O)N2CCCC2)cc1 (centres undefined)	i	i	i	i	i	i	i	i	-4.7	-3.1	i
2	Cc1cc(=O)oc2cc(NC(=S)NCc3ccccn3)ccc12	i	i	i	i	i	i	i	i	8.8	10.0	i
3	Cc1nnc(SCC(=O)N(Cc2ccccc2)C(C)C)n1-c1ccccc1	i	i	i	i	i	i	i	i	0.7	-0.3	i
4	CNC(=S)SCCOc1ccccc1C	i	i	i	i	i	i	i	i	-5.5	-7.2	i
5	CC(=O)c1cccc(NC(=O)/C(=C\c2cccnc2)NC(=O)c2ccco2)c1	i	i	i	i	i	i	i	i	3.1	-4.0	i
6	Cn1c(=O)c2c(ncn2CC(COCc2ccccc2)OCc2ccccc2)n(C)c1=O (centres undefined)	i	i	i	i	i	i	i	i	13.9	1.8	i
7	CCCCC(O)(c1ccc(OC)cc1)C(CN1CCOCC1)c1ccccc1 (centres undefined)	.	i	i	i	i	i	i	i	3.6	6.0	i
8	CCN1CCN(CCOc2ccccc2-c2ccccc2)CC1	i	i	i	i	i	i	i	i	2.3	-12.4	i
9	Cn1nnc2cc(C(=O)Nc3ccc(Cl)cc3)ccc21	i	i	i	i	i	i	i	i	-3.2	4.4	i
10	Cc1nc2c([N+](=O)[O-])c(C)c(C)cc2[nH]1	i	i	i	i	i	i	i	i	10.1	-8.5	i
11	CCCC(=O)Nc1ccc(N2CCN(S(C)(=O)=O)CC2)cc1	i	i	i	i	i	i	i	i	-0.2	-3.7	i
12	Cc1nn(-c2nc3ccccc3s2)c(N)c1-c1ccccc1	i	i	i	i	i	i	i	i	-1.3	-10.1	i
13	Cc1ccc2nc(NC(=O)CSc3nc4c(c(=O)n3C)SC(C)C4)sc2c1 (centres undefined)	i	i	i	i	i	i	i	i	1.0	10.7	i
14	C/C(O)=C\c1nc2ccccc2oc1=O	i	i	i	i	i	i	i	i	6.7	5.7	i
15	O=S(=O)(c1ccc(F)cc1)N1CCC(N2CCCC2)CC1	i	i	.	.	.	.	i	i	-3.5	.	i
16	O=C(NNC(=O)c1cccs1)c1ccc([N+](=O)[O-])cc1	.	i	i	i	i	i	i	i	0.6	-15.9	i
17	O=C(O)c1ccc(-c2ccccc2Cl)o1	i	i	i	i	i	i	i	i	8.8	0.5	i
18	O=C(CNCC1CCCO1)N1CCN(S(=O)(=O)c2ccc3ccccc3c2)CC1 (centres undefined)	i	i	i	i	i	i	i	i	-2.6	-0.5	i
19	CCN(Cc1ccc(OC)c(COC)c1)CC1CCCN(CCc2cccc(OC)c2)C1 (centres undefined)	i	i	i	i	i	i	i	i	-6.5	-0.2	i
20	COc1ccc(OC)c(NC(=O)Cn2c(-c3ccc(Cl)cc3)noc2=O)c1	i	i	i	i	i	i	i	i	-10.3	-12.9	i
21	COc1ccc(C)cc1S(=O)(=O)N1CCC(C(=O)NCCC2=CCCCC2)CC1	i	i	i	i	i	i	i	i	-3.2	-5.3	i
22	O=C(CCCCCn1c(=S)[nH]c2cc3c(cc2c1=O)OCO3)N1CCN(c2ccc(F)cc2)CC1	i	i	i	i	i	i	i	i	1.2	4.3	i
23	CCn1nc(C)cc1C(=O)N1CCCC(C(=O)c2ccccc2SC)C1 (centres undefined)	i	i	i	i	i	i	i	i	1.8	3.0	i
24	O=C(CCN1CCN(S(=O)(=O)c2ccc(Cl)cc2)CC1)Nc1ccccc1F	i	i	i	i	i	i	i	i	-6.3	4.3	i
25	CC(C)(C)[C@@H]1C=C(C(=O)NCc2ccccc2)O[C@H](OCc2ccc(CO)cc2)C1	i	i	i	i	i	i	i	i	-1.2	-1.2	i
26	O=C(C1=NN[C@@H]2C(=O)N(c3ccccc3C(F)(F)F)C(=O)[C@H]12)C(c1ccccc1)c1ccccc1	i	i	i	i	i	i	i	i	13.2	5.7	i
27	O=S(=O)(c1ccccc1)N1CCC2(CC1)OCCN2S(=O)(=O)c1cccs1	i	.	i	i	i	i	.	.	.	3.6	.
28	Cn1nc(CC(=O)NCCN2C(=O)CSC2=O)c2ccccc2c1=O	i	i	i	i	i	i	i	i	-7.1	-1.8	i
29	COc1ccc(-c2cnnc(N/N=C/c3ccc(O)cc3)n2)cc1	i	i	i	i	i	i	i	i	6.6	1.4	i
30	COc1ccc(OC)c(NC(=O)c2nc(S(=O)(=O)Cc3ccccc3)ncc2Cl)c1	i	i	i	i	i	i	i	i	4.4	-11.8	i
31	S=C1NC[C@H](Cc2cccc3ccccc23)N1CC1CCCCC1	i	i	i	i	i	i	i	i	18.4	29.9	i
32	CC(C)OCCCn1c(SCC(=O)Nc2ccccc2C(F)(F)F)nc2nccnc2c1=O	i	i	i	i	i	i	i	i	0.2	-4.3	i
33	Cc1oc(C(=O)O)cc1COc1cccc2cccnc12	i	i	i	i	i	i	i	i	-5.3	-17.3	i
34	C=CCNC1=C(Cl)C(=O)N(Cc2ccccc2)C1=O	i	i	i	i	i	i	i	i	4.1	1.7	i
35	CCS(=O)(=O)n1nc(-c2ccc(Cl)cc2)nc1SCc1ccccc1	.	i	i	i	i	i	i	25*	-4.2	28.9	i
36	Cc1cc(C)cc(OCC(=O)OC(C)C(=O)Nc2c(C)n(C)n(-c3ccccc3)c2=O)c1 (centres undefined)	i	i	i	i	i	i	i	i	0.0	-13.7	i
37	CCN(CC)S(=O)(=O)c1ccc2oc(C(=O)NC3CCCc4ccccc43)c(C)c2c1 (centres undefined)	i	i	i	i	i	i	i	i	16.1	2.6	i
38	COC(=O)c1ccc(CNC(=O)CN(CCC(C)C)S(=O)(=O)c2ccc3c(c2)OCCO3)cc1	i	i	i	i	i	i	i	i	3.9	1.7	i
39	Cc1ccc([N+](=O)[O-])cc1N=C1C(=O)Nc2ccccc21	i	i	i	i	i	i	i	i	2.2	-0.6	i
40	CCC(C)(C)n1nnnc1C(c1cccs1)N1CCN(Cc2ccccc2)CC1 (centres undefined)	i	i	i	i	i	i	i	i	-3.8	8.2	i
41	CCn1ncc(Br)c1C(=O)Nc1ccn(C23CC4CC(CC(C4)C2)C3)n1	i	i	i	i	i	i	i	i	-2.6	-5.9	i
42	COc1cc(CNCC(O)c2ccccc2)ccc1OCc1ccc(Cl)nc1 (centres undefined)	i	i	i	i	i	i	i	i	4.6	-16.1	i
43	CC(C)C(=O)N1CCC2(CC1)Oc1ccc(Cl)cc1C(=O)C21CC(c2cccnc2)=NO1 (centres undefined)	i	i	i	i	i	i	i	i	-0.7	1.5	i
44	Cc1cc(C)nc(SCCS(=O)(=O)Cc2ccc(Cl)cc2)n1	i	i	i	i	i	i	i	i	3.0	-8.8	i
45	Cc1ccc(NC(=O)CSCC(=O)N2c3ccccc3CCc3ccccc32)cc1	i	i	i	i	i	i	i	i	5.5	-2.4	i
46	Cc1cccc(Nc2nnc(-c3ccc(C(=O)N4C[C@H]5C[C@H](C4)c4cccc(=O)n4C5)cc3)c3ccccc23)c1	i	i	.	.	.	.	i	i	0.3	24.1	i
47	CC(C)(C)OC(=O)N1CCC(c2c(C(=O)NCC3CCN(C4CCCC4)C3)cnn2-c2ccccc2Cl)CC1 (centres undefined)	i	i	i	i	i	i	i	i	6.5	5.4	i
48	O=C(COC(=O)c1ccccc1C(=O)OCC(=O)NCCc1c[nH]c2ccccc12)NCCc1c[nH]c2ccccc12	i	i	i	i	i	i	i	i	-7.6	25.9	i
49	Cc1ccccc1CSCC(=O)NC1CCCC1	i	i	i	i	i	i	i	i	-0.9	-1.6	i
50	Cn1nnnc1SCc1ccc([N+](=O)[O-])cc1	i	i	i	i	i	i	i	i	-6.4	-0.2	i
51	CCOC(=O)c1c(NC(=O)C2Cc3ccccc3C(=O)O2)sc2c1CCCC2 (centres undefined)	i	i	i	i	i	i	i	i	-0.1	-8.2	i
52	Cc1ccc([N+](=O)[O-])cc1S(=O)(=O)NCCc1c(C)[nH]c2c(C)cccc12	i	i	i	i	i	i	i	i	-1.6	28.9	i
53	CCC(=O)Nc1c2c(nn1-c1ccc(C)cc1)CS(=O)(=O)C2	i	i	i	i	i	i	i	i	2.3	-2.3	i
54	CCOC(=O)CSc1nnc(CNC(=O)c2ccc(OC)c(OC)c2)n1C	i	i	i	i	i	i	i	i	-0.2	-2.2	i
55	COc1cc(CNCc2ccccn2)ccc1OCC(=O)NC1CCCCC1	i	i	i	i	i	i	i	i	.	-9.3	i
56	Cc1ccc(NC(=O)C(=O)NCC2CCCO2)cc1 (centres undefined)	i	i	i	i	i	i	i	i	.	4.4	i
57	COc1ccc2[nH]c(C)c(CCNC(=S)Nc3ccccc3C)c2c1	i	i	i	i	i	i	i	i	3.8	-6.1	i
58	O=C(N1CCOCC1)N1CCOCC1	i	i	i	i	i	i	i	i	-2.1	4.6	i
59	CCOC(=O)N1CCN(C(=O)NC23CC4CC(CC(C4)C2)C3)CC1	i	i	i	i	i	i	i	i	2.1	11.2	i
60	CC(=O)N/C(N)=N/c1nc(=O)c2ccccc2s1	i	i	i	i	i	i	i	i	-1.8	6.4	i

Further structures
item	SMILES	TMEM16A act	MrgX1 antag	RGS4 inh	TRPC6 inh	RGS4 act	TRPC6 act	MrgX1 allo act	TMEM16A inh	HDAC3 inh	SKKanGAS inh	MrgX1 agonist
61	COC(=O)c1c(NS(=O)(=O)c2ccccc2)csc1C	i	i	i	i	i	i	i	i	.	-3.6	i
62	Cc1cccc(N2CCN(S(=O)(=O)c3ccc4[nH]c(=O)c(=O)[nH]c4c3)CC2C)c1 (centres undefined)	.	i	i	i	i	i	i	i	8.2	-5.2	i
63	O=C(NCc1ccco1)c1cnc2sccn2c1=O	i	i	i	i	i	i	i	i	-0.7	-5.2	i
64	COc1ccc(-c2nn(-c3ccccc3)cc2CNCCN2CCOC2=O)c(F)c1	i	i	i	i	i	i	i	i	-0.5	-1.6	i
65	Cn1c(CNc2nc(-c3ccccc3)cs2)nnc1SCC(=O)OC1CCCCC1	i	i	i	i	i	i	i	i	13.0	-4.4	i
66	CC(C)CCOc1ccc(C(CC(N)=O)C(=O)O)cc1 (centres undefined)	i	i	i	i	i	i	i	i	4.6	-0.1	i
67	COC(=O)C1=C(C)NC2=C(C(=O)CC(C)(C)C2)C1c1cnn(C)c1C (centres undefined)	i	i	i	i	i	i	i	i	-4.6	-4.4	i
